# Pf growth 48h – Primary qHTS for delayed death inhibitors of the malarial parasite plastid, 48 hour incubation | P. falciparum luciferase growth in erythrocytes, 48 h | Potency, µM (titrated, usually from 28.7 µM), inactives show top-dose activity change, negative = inhibition, hits mostly inhibitors | hit rate 5.9% among 310,000; note: potency is the fitted concentration of half-maximal effect; % is set by controls: 0 for no effect and ±100 for the full control effect
#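 Luciferase-expressing P. falciparum in infected erythrocytes (2% hematocrit, 0.1% parasitemia final) in RPMI 1640/0.5% Albumax were exposed to compound for 48 hours at 37 C, 5% CO2; growth read as luminescence.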
# Cycloheximide cs – Cycloheximide Counterscreen for Small Molecule Inhibitors of Shiga Toxin; max response, %; cell reporter, cycloheximide protein synthesis inhibition counterscreen; hit rate 12% among 300,000; in the data active = max response mostly above about 13%, no sharp cut-off; inactive = mostly below about 14%; note: read at 38.3 µM for the half of the compounds with a filed dose; 0% is about no effect
# Sm TGR inh – qHTS Assay for the Inhibitors of Schistosoma Mansoni Peroxiredoxins; Schistosoma mansoni thioredoxin glutathione reductase (TGR), Q962Y6; purified TGR, DTNB reduction, TNB absorbance 405 nm; Potency, µM (top dose mostly 114 µM), for the others: at the highest dose activity change, negative = inhibition, actives largely listed as inhibitors; hit rate 3% among 360,000; AID 485364, 2010; note: potency is the fitted concentration of half-maximal effect; % is set by controls: 0 for no effect and ±100 for the full control effect; nearly all actives have a fitted effect of over 60% in size
#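 Kinetic colorimetric format: TGR-catalysed, NADPH-driven DTNB reduction monitored via TNB absorbance. Enzyme dispensed at 20 nM; compound exposure 15 min at room temperature before reaction start.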
# Shiga toxin inh – A qHTS for Small Molecule Inhibitors of Shiga Toxin; inhibition, % at 38.7 µM; AID 2315, 2010; Vero cells, Shiga toxin protein synthesis inhibition reporter; hit rate 9.2% among 290,000; in the data active = inhibition mostly above about 28%, no sharp cut-off; inactive = mostly below about 43%; note: 0% is about no effect
# Pf growth 96h – Primary qHTS for delayed death inhibitors of the malarial parasite plastid, 96 hour incubation; P. falciparum luciferase reporter growth, 96 h; hit rate 6.9% among 320,000; Potency, µM (doses to about 28.7 µM), inactives show at the highest dose activity change, negative = inhibition, usual class: inhibitors; note: potency is the fitted concentration of half-maximal effect; % is set by controls: 0 for no effect and ±100 for the full control effect
#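 Plates of compound plus infected erythrocytes (2% hematocrit, 0.05% parasitemia final) incubate 96 hours, 37 C, 5% CO2. Detection reagent added; reduced luminescence from the parasites' luciferase reporter flags inhibition.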
# Giardia FBPA inh – qHTS Assay for Inhibitors of Fructose-1,6-bisphosphate Aldolase from Giardia Lamblia. Potency, µM (series often up to 59.6 µM), inactives show top-dose activity, negative = inhibition, hits mostly inhibitors. hit rate 0.71% among 290,000. purified Giardia FBPA. AID 2451, 2010. A8B2U2; note: potency is the fitted concentration of half-maximal effect; % is set by controls: 0 for no effect and ±100 for the full control effect; nearly all actives have a fitted effect of over 55% in size
# Target sequence (A8B2U2 whole entry, looked up): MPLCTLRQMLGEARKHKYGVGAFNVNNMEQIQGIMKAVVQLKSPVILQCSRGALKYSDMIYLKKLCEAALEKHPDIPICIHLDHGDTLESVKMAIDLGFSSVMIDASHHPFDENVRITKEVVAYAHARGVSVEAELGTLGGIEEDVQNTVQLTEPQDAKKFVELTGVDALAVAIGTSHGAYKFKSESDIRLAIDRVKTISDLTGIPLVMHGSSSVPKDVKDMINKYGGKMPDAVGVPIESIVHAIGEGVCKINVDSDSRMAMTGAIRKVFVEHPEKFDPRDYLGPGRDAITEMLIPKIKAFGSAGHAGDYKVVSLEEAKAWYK
#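 40 nM FBPA preincubated 10 min at RT with compound (up to 57.5 uM final), then substrate plus GAPDH/TPI/NAD/arsenate coupling and diaphorase/resazurin added. Fluorescence read after 20 min at RT, 525/598 nm.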
# * marks the source's active call; other numbers are inactive results; ? = inconclusive; · = no result given; & = joins results of further samples; [ ] = another dose, or the depositor's remark. Unless noted, calls come from the whole dose curve; as a rule, active = well fitted curve in the direction sought with a large enough effect; inconclusive = small, poorly fitted or top-dose-only effect, or another doubt; inactive = no such curve, though single readings can be large; an effect the other way counts as inactive or inconclusive.
SMILES,Pf growth 48h,Cycloheximide cs,Sm TGR inh,Shiga toxin inh,Pf growth 96h,Giardia FBPA inh
CC(C)(C)OC(=O)CNC(=O)c1nc[nH]c1C(=O)N1CCc2ccccc2C1,25%,1,-15%,-2,3%,?
COc1cccc(F)c1C(C[N+](=O)[O-])c1c(N)n(C)c(=O)n(C)c1=O (stereo unspecified),?,-5,-12%,-17,13µM*,-4%
N#Cc1ccccc1CSc1ccccn1,-17%,-4,0%,23,14%,0%
O=C(Nc1ccc(N2CCOCC2)c(S(=O)(=O)Nc2ccc(Cl)cc2)c1)c1cnccn1,?,-3,0%,-5,?,-20%
Cc1cc(C)cc(OCc2nnc(SCC(=O)c3ccccc3)o2)c1,-1%,2,-11%,-1,·,0%
CC1(C)Cc2c(c(N3CCOCC3)nc3sc(C(=O)Nc4ccccc4)c(N)c23)CO1,3%,11,-11%,31,?,·
Cn1c(CNc2ccc(Cl)cc2)nnc1SCCN1CCCCC1,-27%,-2,0%,-8,-18%,9%
CCC1CCCCN1S(=O)(=O)c1ccc(NC(=O)c2snnc2C)cc1 (stereo unspecified),?,-4,4%,-4,68%[activator],·
O=C(Nc1nc2ccccc2n1CCN1CCOCC1)c1ccc(Cl)cc1,13µM*,12*,-2%,50*,?,-17%
O=C(NCCCN1CCOCC1)c1ccc2nc(Cc3cccc(Cl)c3)oc2c1,-15%,7,-22%,-30,-1%,·
CCOC(=O)C(=O)Nc1nnc(CCc2ccccc2)s1,6%,-2,-4%,12,-2%,-1%
CCCCn1c(SCC(=O)N2CCOCC2)nnc1-c1ccoc1C,-15%,-2,0%,8,-25%,1%
CC(=O)c1c(N2CCOCC2)nc2ccc(Cl)cc2c1-c1ccccc1,?,-1,18%,-8,-17%,3%
Cc1cc(C)n(Cc2ccc(C(=O)NN)o2)n1,?,8,6%,15,24%,-15%
COc1ccc2oc(C(=O)OCC(=O)N(C)Cc3ccccc3)c(C)c2c1,-4%,·,-35%,·,-6%,·
Cc1ccc(C(=O)NCCCNCCCN(C)C)cn1,6%,-1,27%,55,16%,17%
Cc1ccc(C(=O)N/N=C2\CC3CC=CC23)c(C)c1 (stereo unspecified),14%,63*,-8%,133*,2%,-1%
CN1c2cccc3cccc(c23)N(C)C1c1cccs1,?,3,-28%,29,?,-30%
CC(C)Cn1c(=S)[nH]c2cc(Cl)ccc21,-5%,-1,-11%,-16,?,-6%
CCCCCCCCCc1nc2sc3c(c2c(=O)n1NC(=O)c1ccccc1[N+](=O)[O-])CC(C)(C)OC3,2%,5,15%,-5,-18%,14%
Cc1cccc(CN2CCN(Cc3nc4c(s3)CCCC4)CC2CCO)n1 (stereo unspecified),-3%,2,?,8,21%,-15%
CC(=O)N1CCN(S(=O)(=O)c2cccc(C(=O)OCC(=O)N3CC(=O)Nc4ccccc43)c2)CC1,-7%,16*,-4%,25,7%,3%
O=C1NN(c2ccccc2)C(=O)C2C1C1C=CC2C12CC2 (stereo unspecified),-12%,-6,3%,-10,?,-1%
O=C(c1ncc[nH]1)c1ccccc1Cl,16%,-1,-25%,4,10%,-14%
CCN(CC)CCN(C(=O)c1cc2ccccc2cc1OC)c1nc2ccc(F)cc2s1,?,-3,0%,-4,?,?

# The list goes on.
SMILES,Pf growth 48h,Cycloheximide cs,Sm TGR inh,Shiga toxin inh,Pf growth 96h,Giardia FBPA inh
O=C(NCC1CCCO1)C1CCN(C2CCN(Cc3ccco3)CC2)CC1 (stereo unspecified),11%,-3,-11%,-18,-1%,3%
Cc1ccc(C(=O)NCC(=O)N2CCN(c3ncccn3)CC2)s1,·,12,-10%,47,-1%,-1%
O=C(NC(=S)N1C[C@H]2C[C@H](C1)c1cccc(=O)n1C2)c1ccc(F)cc1,-9%,-4,0%,-8,-4%,7.9µM*
Cc1[nH]c(=O)[nH]c(=O)c1CSCC(=O)OCC(=O)Nc1ccccn1,25%,-2,-11%,-7,0%,-1%
COc1ccc(C2=NS(=O)(=O)N(C)C(C(=O)Nc3cc(C)ccc3O)=C2)cc1OC,5%,6,-14%&-3%,15,?,-6%
COc1cccc(Oc2cnc(N)nc2-c2ccc(OC)cc2O)c1,?,-1,0%,-4,?,12%
CCNc1cccc2c1C(=O)N(C)C2=O,14%,-6,?,-8,-5%,2%
Cc1cccc(NC(=S)N2CCC(c3nc4ccccc4s3)CC2)c1,3%,-8,4%,-9,53%[activator],0%
C=C(C)CNC(=S)N/N=C(\C)c1ccc(OC)cc1,13µM*,6,-17%,9,-32%,-10%
O=C(COC(=O)c1ccc(Cl)s1)c1ccc[nH]1,-4%,27*,-19%,73*,33%[activator],0%
CN(Cc1cccc(F)c1)C(=O)c1cc(=O)[nH]c2ccccc12,16%,-2,-21%,-3,1%,5%
CCOc1ccccc1CN1CCNC(=O)C1CC(=O)N(C)CCc1cnn(C)c1 (stereo unspecified),0%,-7,?,-1,33%[activator],·
COc1ccccc1OCCNC(=O)C1CCCCC1,14%,1,·,8,?,1%
COc1ccc(C(=O)Cn2c(NCCCl)nc3ccccc32)cc1,-2%,1,3%,-2,?,?
O=C(NCc1ccccn1)Nc1ccccc1,103%[activator],43*,20%,82*,-17%,0%
CC(C)(C)c1csc(NC(=O)c2cccs2)n1,55%[activator],44*,-16%,71*,?,-8%
Cc1ccc(C)c(NC(=O)c2ccccc2NC(=O)C2CCCO2)c1 (stereo unspecified),3%,2,·,13,?,2%
Cc1ccc(C)n1-c1ccc(C(=O)NCc2ccncc2)cc1,?,3,22µM*,0,?,-1%
CCOC(=O)c1c(C=O)c2sc(C)cc2n1C,11%,22*,12%,59,-10%,0%
Cc1ccc(CCCOC(=O)C[N+]2(C)CCCCC2)cc1,-14%,5,-3%,12,?,2%
CC1(C(=O)N2CCN(c3ccccc3)CC2)CC1(Cl)Cl (stereo unspecified),3%,-2,-6%,-25,?,9%
COc1ccc2nc(SCC(=O)NCc3ccc(F)cc3)[nH]c2c1,-11%,-6,3%,3,1%,·
Nc1ccc(-c2cn3cccnc3n2)cc1,73%[activator],17*,-2%,76,62%[activator],-1%
CSc1nc(N)nc(N(C)C)n1,40%[activator],-3,10%,-7,27%,0%
O=C(CSc1nnc2ccc(-c3ccccn3)nn12)Nc1ccccc1,5%,·,-15%,·,-1%,·

# Shown with values under each structure: part of the list above
# Each structure is followed by: Pf growth 48h | Cycloheximide cs | Sm TGR inh | Shiga toxin inh | Pf growth 96h | Giardia FBPA inh
CCOC(=O)c1c(C=O)c2sc(C)cc2n1C
→ 11% | 22* | 12% | 59 | -10% | 0%
Cc1ccc(C(=O)NCC(=O)N2CCN(c3ncccn3)CC2)s1
→ · | 12 | -10% | 47 | -1% | -1%
O=C(NCC1CCCO1)C1CCN(C2CCN(Cc3ccco3)CC2)CC1 (stereo unspecified)
→ 11% | -3 | -11% | -18 | -1% | 3%
Cc1ccc(C)n1-c1ccc(C(=O)NCc2ccncc2)cc1
→ ? | 3 | 22µM* | 0 | ? | -1%
Cc1ccc(C)c(NC(=O)c2ccccc2NC(=O)C2CCCO2)c1 (stereo unspecified)
→ 3% | 2 | · | 13 | ? | 2%
O=C(NCc1ccccn1)Nc1ccccc1
→ 103%[activator] | 43* | 20% | 82* | -17% | 0%

# Other records.
SMILES,Pf growth 48h,Cycloheximide cs,Sm TGR inh,Shiga toxin inh,Pf growth 96h,Giardia FBPA inh
O=S(=O)(Nc1ccc2c(c1)nc1n2CCN(Cc2ccccc2)C1)c1ccccc1,66%[activator],117*,-26%,111*,39%[activator],5%
COC(=O)c1cn(-c2ccc(Cl)cc2)c(=O)c2ccccc12,2.9µM*,-3,-11%,-14,·,2%
O=c1cc(NC2CCCCCC2)[nH]c(=O)[nH]1,?,-2,1%,-7,55%[activator],-24%
Cc1ccc(C)c(OCCCN2CCCC2)c1,-1%,1,2%,-3,·,-22%
CN(CC(=O)NCc1ccc2c(c1)OCO2)S(=O)(=O)c1ccc(F)cc1,43%,2,-2%,-11,44%[activator],-6%
Cc1cc(/C=N/NC(=O)C(=O)N2CCCC2)c(C)n1-c1cccc(Br)c1,15%,-3,-5%,29,76%[activator],-17%
N#CC(CO)(Cc1ccc(OC(F)F)cc1)c1nc2ccccc2[nH]1 (stereo unspecified),-21%,23*,-3%,40*,?,-1%
COc1ccc(C)cc1NC(=O)NC1CCCCCCC1,?,-1,9%,-4,?,·
CCN(CC)CCNC(=O)C12CC3CC(CC(C3)C1)C2,·,-3,-7%,-26,55%[activator],-7%
Cc1ccccc1NC(=O)NNC(=O)COc1ccc2ccccc2c1,-3%,1,5%,26,?,-5%
CCOCCCNC(=O)C1CCC(CNS(=O)(=O)c2ccc(F)cc2)CC1 (stereo unspecified),18%,-2,12%,-7,197%[activator],4%
CNC(=O)C(=O)NCCN1CCN(C(=O)c2ccc([N+](=O)[O-])cc2)CC1,-39%,1,13%,17,?,3%
COc1ccc(-c2ccc(OC)c(C3C4C=CCC(C)C4C(=O)N3Cc3ccccc3)c2)cc1 (stereo unspecified),·,10,·,-9,·,1%
CC(=O)N1c2ccc(S(=O)(=O)NCC3CCC(C(=O)Nc4cccc(C)n4)CC3)cc2CC1C (stereo unspecified),?,-14,5%,2,?,·
CCCNC(=S)N1CCN(C)CC1,-1%,0,-10%,-8,43%[activator],?
O=C(Nc1cccc(-c2nc3cccnc3s2)c1)c1ccc(Cl)nc1,?,7,2%,21,?,5%
O=S(=O)(NCc1ccco1)c1cnc(Cl)c(Cl)c1,0%,-3,7%,-12,6%,0%
Cc1ccc(C(=O)n2cnnc2N)cc1C,9%,1,-1%,6,·,-6%
Cc1ccc(S(=O)(=O)Nc2c(C)nn(C)c2C)cc1C,-13%,·,1%,·,-2%,·
CCc1cc2c(=O)nc3n(c2s1)Cc1ccccc1/C3=C(/O)c1cccc([N+](=O)[O-])c1,-10%,-1,3%,14,·,0%
CNC(=O)c1cc2c(ccc3ccccc32)oc1=N,-6%,18,-11%,30,1%,-15%
Cc1c(C(=O)Nc2cc(F)cc(F)c2)cnn1-c1ccccc1,62%[activator],52*,5%,·,26%,-2%
COC(=O)c1c(NC(=O)CSc2nnc(-c3ccco3)n2Cc2ccccc2)sc(C)c1C,·,1,8%,-10,?,-1%
COCCn1c(NCc2ccc(C)cc2)nc2c1c(=O)[nH]c(=O)n2C,21%,-2,-1%,4,-26%,1%
O=C(/C=C/c1ccco1)NC(=S)Nc1ccccc1N1CCCC1,2.6µM*,-2,·,14,43%[activator],-17%

# The results go on.
SMILES,Pf growth 48h,Cycloheximide cs,Sm TGR inh,Shiga toxin inh,Pf growth 96h,Giardia FBPA inh
CC1Sc2ccc(S(=O)(=O)N3CCC(C(=O)NCc4ccccc4)CC3)cc2NC1=O (stereo unspecified),?,1,0%,-7,1µM*,·
CCOC(=O)c1c(NC(=O)C2C3C=CC(C3)C2C(=O)O)sc2c1CCC(C)C2 (stereo unspecified),-1%,-5,-4%,-8,?,19%
Cc1ccc2[nH]c3c(c2c1)CN(C(=O)CN1CCN(c2ccccn2)CC1)CC3,-27%,-3,0%,16,?,-28%
CN(C)CCOCCOc1ccc(Cl)cc1Br,?,12,-19%,0,?,?
O=C(c1cc(N2C(=O)C3C4CCC(C4)C3C2=O)ccc1Cl)N1CCN(c2ccc(F)cc2)CC1 (stereo unspecified),-2%,-1,-7%,11,?,6%
CCN(C(=O)CCS(=O)(=O)c1cccc2nsnc12)c1cccc(C)c1,-17%,-5,?,-10,-5%,-3%
CCc1ccc2c(c1)c(N=NC1=NC(=O)CS1)c(O)n2CC,?,-2,-14%,-15,?,7%
NC(=O)c1nsc(C(=O)N(c2ccccc2)C(C(=O)NC2CCCC2)c2cccs2)c1N (stereo unspecified),3%,5,-10%,15,?,4%
CCc1noc(C)c1C(=O)Nc1ccc(S(=O)(=O)N2CCC(C)CC2)cc1,?,·,-12%,·,?,·
